Cardiac RTF inh: cardiac RTF calcium desensitization | P19429+P45379 | IANBD-labeled cardiac RTF, Ca2+ fluorescence | inhibition, % at 7.15 µM | 0.12% of 340,000 active;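 active = inhibition above the mean inhibition of all tested compounds plus 3 SD, cut at about 17% in these data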;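 also: assay run at fixed EC70 calcium of 1.6 mM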
PKA-R2B activ: activates the human PKA-R2B holoenzyme complex; 0.079% of 340,000 active; PKA-R2B holoenzyme dissociation, Cy5-IP20 fluorescence polarization; R2B truncated from residue 108, S112A mutant; 0% DMSO only, 100% 113 µM cGMP; P22694+P31323; activation, % at 11.4 µM; AID 504700;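 active = activation above a cutoff set at the mean over all compounds plus 3 SD, cut at about 18% in these data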;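 also: higher means more holoenzyme dissociation and a rise in polarization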
DAGLB inhibitor: diacylglycerol lipase beta (human) inhibition; Q8NCG7; HEK293T DAGLB membrane lysate, EnzChek fluorogenic substrate; inhibition, % at 5.17 µM; 0.059% of 340,000 active; in the data active = inhibition above about 34%;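 also: 0% = enzyme with vehicle and 100% = wells lacking enzyme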
C-LANA FP: inhibitors of KSHV LANA C-terminal domain DNA binding. MBP-C-LANA/FAM-LBS DNA binding, fluorescence polarization. inhibition, % at 9 µM. 0.078% of 340,000 active. AID 504423;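 active = highest replicate inhibition at or above 60% at 9 µM, even if other replicates fall short; inactive = all replicates below 60% inhibition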;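 also: 0% = neutral control wells and 100% = 4 µM acridine orange control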
Keap1-Nrf2 PPI: disrupts human Keap1 binding to Nrf2 peptide | AID 504523 | 0.15% of 340,000 active | Q14145 | Keap1 Kelch-Nrf2 peptide fluorescence polarization, 1536-well | inhibition, % at 9.4 µM; in the data active = inhibition above about 12%;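 also: human Keap1 Kelch domain with fluorescein labeled Nrf2 9mer peptide probe; 0% = neutral control wells and 100% = peptide positive control; higher means more block of Keap1 binding to Nrf2 peptide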
PvdQ acylase: blocks Pseudomonas aeruginosa PvdQ acylase activity | inhibition, % at 10 µM | AID 488965 | 0.063% of 340,000 active | purified PvdQ acylase, fluorescence plate reader; in the data active = inhibition above about 30%, passing the limit was not always enough;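 also: 0% = vehicle neutral wells and 100% = reference inhibitor wells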
SR-BI DiI inh: inhibitors of mouse SR-BI mediated HDL lipid uptake. Q61009. ldlA[mSR-BI] CHO cells, DiI-HDL uptake fluorescence, 3 h. inhibition, % at 12.5 µM. 0.96% of 320,000 active;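 active = mean replicate inhibition of at least 70% and a set share of replicates each scoring 70 or more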;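 also: 0% = median of neutral control wells and 100% = median of positive control wells; values of inactives mirror those of a sister screen read the other way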
NSD2 inh: NSD2 (human) methyltransferase inhibition; 0.54% of 310,000 active; inhibition, % at 12.5 µM; NSD2 peptide methylation, AlphaScreen, 120 min; in the data active = inhibition above about 50%
SR-BI DiI-HDL act: SR-BI HDL lipid transfer activation. CHO ldlA[mSR-BI] cells, DiI-HDL uptake fluorescence, 3 h; 100 = double the neutral-control signal. AID 504775. activation, % at 12.5 µM. 0.096% of 320,000 active;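 active = mean replicate activation of at least 60% and every replicate at or above 60%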;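 also: 0% = median plate neutral-control signal and 100% = twice that signal; values of inactives mirror those of a sister screen read the other way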
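system = CHO ldlA[mSR-BI] cells, LDL receptor-null, SR-BI overexpressing | medium = Ham's F12 with 0.5% BSA, HEPES 25 mM, pH 7.4 | probe or stimulus = DiI-HDL 10 µg/mL | compound dosing = single-point compound dose | incubation = compound exposure 3 h, 37 °C | technique = DiI fluorescence, bottom read | read-out = cell-associated DiI fluorescence as measure of HDL uptake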
Arr AP2 block: human beta-arrestin and AP2 interaction inhibition; FITC-arrestin peptide / GST-AP2 beads, flow cytometry; AP2 beta2 appendage carries R879A mutation; inhibition, % at 10 µM; 0.31% of 340,000 active; AID 504490;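 active = inhibition above a set limit, near 3 SD of compounds lacking own fluorescence, cut at about 54% in these data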;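 also: plate controls were DMSO wells for no effect and 5 µM unlabelled arrestin peptide for full effect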
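Test system: GST-tagged AP2 beta2-adaptin appendage (R879A) on 4 µm glutathione beads; also added: fluorescein-tagged arrestin peptide at 50 nM final; timing: 12 min plus 1 h, RT; signal: flow cytometry, FL1 (488/535 nm); read-out: percent drop in bead-associated FITC signal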
* marks the source's active call; other numbers are inactive results; · = no result given. Compounds were not picked by outcome. Share with any hit: about 2.1%.

1) CCOC(=O)c1c(NC(=S)N2CCOCC2)sc(C)c1C
2) CCN(CC)c1ccc(/C=C(/C#N)C(=O)NCc2ccccc2)o1
3) CC(=O)Oc1ccc(Cl)cc1/C=C/c1ccc2ccccc2n1
4) O=C(NC(=S)N1CCOCC1)c1ccc([N+](=O)[O-])cc1
5) CC(=O)c1nn(-c2cccc(Br)c2)cc1C(=O)c1ccc(Br)cc1
6) CN(Cc1ccno1)Cc1cn(Cc2ccccc2)nc1-c1ccc2c(c1)OCO2
7) O=C(CN(Cc1ccccc1)C(=O)CNS(=O)(=O)c1ccc(F)cc1)NCc1ccco1
8) CCCc1ccc(OCc2nc(-c3ccc(NC(=O)c4cccs4)cc3)no2)cc1
9) O=C(Nc1cccc([N+](=O)[O-])c1)c1ccc2nsnc2c1
10) CC1CCc2c(nc3ncnn3c2N2CCN(c3ccccc3F)CC2)C1 (configuration not stated)
compound no. | 1 | 2 | 3 | 4 | 5 | 6 | 7 | 8 | 9 | 10
NSD2 inh | -3 | -2 | -2 | -2 | 17 | -3 | 3 | -1 | -1 | 0
PvdQ acylase | -16 | -2 | -13 | 8 | -10 | -2 | -2 | -11 | 15 | -5
SR-BI DiI-HDL act | -31 | -1 | -33 | 37 | · | 5 | · | -20 | -13 | 11
PKA-R2B activ | 1 | 9 | -2 | -11 | 3 | -16 | 2 | -1 | -19 | -12
Keap1-Nrf2 PPI | -9 | -147 | -5 | -5 | -1 | 2 | 0 | -9 | 0 | 0
SR-BI DiI inh | 31 | 1 | 33 | -37 | · | -5 | · | 20 | 13 | -11
Cardiac RTF inh | -3 | -108 | -3 | -3 | -2 | -4 | -3 | -7 | -1 | -8
DAGLB inhibitor | -13 | -27 | -7 | -1 | -2 | -2 | 1 | -3 | -3 | -1
Arr AP2 block | 2 | 12 | -8 | -5 | -1 | -9 | -4 | 10 | 22 | -4
C-LANA FP | 0.3 | -14 | 0.2 | 3.6 | -0.8 | 2.8 | -1.0 | 2.6 | -0.1 | -0.1

11) Cc1cccc(CSc2ncccc2C(=O)O)c1
12) O=S(=O)(Nc1ccc(Cl)nn1)c1ccccc1
13) Cc1ccc(-n2c(C)c(C)c3c(N)ncnc32)cc1
14) O=C(NNC(=O)C12CC3CC(CC(C3)C1)C2)[C@@H]1C[C@H]1c1ccccc1
15) COC(=O)CN(C#N)c1nc(NCc2ccccc2)nc(OC)n1
16) COc1ccccc1N1CC(C(=O)Nc2ccc(S(=O)(=O)N3CCOCC3)cc2)CC1=O (configuration not stated)
17) CN(CCc1ccccn1)C(=O)Nc1cccc(Cl)c1
18) CCOC(=O)C1=C(c2ccccc2)NC(=O)NC1c1cc(OC)c(OC)c(OC)c1 (configuration not stated)
19) Cc1noc(C)c1C(=O)OCC(=O)c1c(N)n(CC(C)C)c(=O)n(C)c1=O
20) COc1ccc2c(c1)NC(C)(C)C=C2C
compound no. | 11 | 12 | 13 | 14 | 15 | 16 | 17 | 18 | 19 | 20
NSD2 inh | -1 | -2 | 67* | -3 | -17 | 8 | -3 | -2 | · | 10
PvdQ acylase | -5 | -10 | -13 | -9 | -12 | -10 | -8 | -13 | -11 | -13
SR-BI DiI-HDL act | 10 | 10 | -14 | 19 | -2 | 4 | -1 | 8 | -9 | -19
PKA-R2B activ | 5 | -2 | -17 | 1 | -7 | -10 | 10 | 2 | -1 | -8
Keap1-Nrf2 PPI | 2 | -4 | -5 | -8 | 0 | 3 | 0 | -7 | -3 | -4
SR-BI DiI inh | -10 | -10 | 14 | -19 | 2 | -4 | 1 | -8 | 9 | 19
Cardiac RTF inh | 0 | -2 | 2 | -4 | -1 | -5 | -4 | -18 | 1 | -11
DAGLB inhibitor | 1 | 0 | 2 | 1 | 1 | -1 | -1 | -1 | -1 | 4
Arr AP2 block | 0 | -13 | 0 | 10 | 3 | 4 | -4 | 1 | -4 | -7
C-LANA FP | -1.9 | 0.1 | 0.2 | -1.2 | 1.0 | -0.1 | 0.3 | -0.5 | -2.8 | 0.1

Next part, starting with the last 2 of the part before.
19) Cc1noc(C)c1C(=O)OCC(=O)c1c(N)n(CC(C)C)c(=O)n(C)c1=O
20) COc1ccc2c(c1)NC(C)(C)C=C2C
21) Cc1cc(Cl)ccc1NC(=S)N1CCN(C(=O)C2CCCO2)CC1 (configuration not stated)
22) COC(=O)C(C)(C)ONC(=O)Nc1ccc([N+](=O)[O-])cc1
23) Cn1c(SCC(=O)NCCc2ccccc2)ncc(C(=O)Nc2ccc(F)cc2)c1=O
24) CC(C)NC1CS(=O)(=O)CC1O (configuration not stated)
25) NC(=O)c1sc2nccc(Nc3ccccc3)c2c1N
26) Cc1cc(=S)cc(C)n1CCO
27) Cc1nn(C)c(C)c1CCC(=O)N1CCCC(N2CCN(c3ccc(F)cc3)CC2)C1 (configuration not stated)
28) COCc1cc(C)nc(SCC[N+](C)(C)CC(=O)Nc2ccccc2)c1C#N
29) CC(Oc1ccccc1)C(=O)N1CCC2(CC1)CC(=O)c1ccccc1O2 (configuration not stated)
30) CCc1sc(C(=O)Nc2ncccc2O)cc1C
compound no. | 19 | 20 | 21 | 22 | 23 | 24 | 25 | 26 | 27 | 28 | 29 | 30
NSD2 inh | · | 10 | -4 | 3 | 1 | -2 | 43 | 6 | 1 | 0 | 0 | -1
PvdQ acylase | -11 | -13 | -11 | 4 | -16 | 0 | 4 | 11 | -11 | -22 | 11 | 5
SR-BI DiI-HDL act | -9 | -19 | 14 | -10 | 17 | -18 | 26 | 33 | 8 | -5 | 9 | 10
PKA-R2B activ | -1 | -8 | -4 | 0 | -8 | 0 | 0 | -13 | 9 | -10 | -9 | -10
Keap1-Nrf2 PPI | -3 | -4 | 0 | -5 | -6 | 6 | 0 | -2 | -8 | -1 | -5 | 6
SR-BI DiI inh | 9 | 19 | -14 | 10 | -17 | 18 | -26 | -33 | -8 | 5 | -9 | -10
Cardiac RTF inh | 1 | -11 | -2 | -6 | 1 | -4 | -10 | 0 | -6 | -13 | 1 | -1
DAGLB inhibitor | -1 | 4 | -2 | 1 | 2 | 2 | 0 | 2 | 3 | -3 | 0 | 0
Arr AP2 block | -4 | -7 | 2 | 16 | -9 | 21 | 28 | -6 | 10 | 10 | 5 | 11
C-LANA FP | -2.8 | 0.1 | 0.1 | -4.2 | 0.7 | -0.9 | 1.6 | 0.2 | -0.2 | 0.0 | -0.1 | -1.5

Profiles from above.
Cn1c(SCC(=O)NCCc2ccccc2)ncc(C(=O)Nc2ccc(F)cc2)c1=O is listed as NSD2 inh = 1; PvdQ acylase = -16; SR-BI DiI-HDL act = 17; PKA-R2B activ = -8; Keap1-Nrf2 PPI = -6; SR-BI DiI inh = -17; Cardiac RTF inh = 1; DAGLB inhibitor = 2; Arr AP2 block = -9; C-LANA FP = 0.7
CC(Oc1ccccc1)C(=O)N1CCC2(CC1)CC(=O)c1ccccc1O2 (configuration not stated) is listed as NSD2 inh = 0; PvdQ acylase = 11; SR-BI DiI-HDL act = 9; PKA-R2B activ = -9; Keap1-Nrf2 PPI = -5; SR-BI DiI inh = -9; Cardiac RTF inh = 1; DAGLB inhibitor = 0; Arr AP2 block = 5; C-LANA FP = -0.1

(list continues)
31) O=C(Cn1cc2c(n1)CCCC2)NCC1CCCO1 (configuration not stated)
32) O=S(=O)(N/N=C\c1cn(-c2ccccc2)nc1-c1ccccc1)c1ccccc1
33) O=C(N/N=C/c1ccc2c(c1)OCO2)C(=O)Nc1ccccc1Cl
34) CCCCCn1c(N)c(-c2nc3ccccc3s2)c2c([N+](=O)[O-])nn(C)c(=O)c21
35) O=C(NCCCN1CCOCC1)c1ccc(CSc2ccc(Cl)cc2)cc1
36) Cc1ccc(N(C(=O)c2ccc(S(=O)(=O)N3CCOCC3)cc2)C2C=CS(=O)(=O)C2)cc1 (configuration not stated)
37) O=C(O)CCS(=O)(=O)Cc1cccc(Cl)c1
38) Cc1cccc(C(=O)Nc2cc(NC(=O)c3cccs3)ccc2C)c1
39) COc1cccc(-n2cnnc2SC(C)C(=O)NC2CCCC2)c1 (configuration not stated)
40) O=C(NNC(=O)C1CCCC1)c1ccc(F)cc1
compound no. | 31 | 32 | 33 | 34 | 35 | 36 | 37 | 38 | 39 | 40
NSD2 inh | · | 7 | 23 | 6 | -5 | -1 | 2 | -3 | 2 | -1
PvdQ acylase | -18 | 13 | -3 | 12 | 7 | -1 | -8 | -14 | -19 | -17
SR-BI DiI-HDL act | 16 | -15 | 23 | -84 | -13 | 20 | 9 | -74 | 20 | ·
PKA-R2B activ | 0 | -6 | -6 | -5 | 4 | -9 | 0 | 1 | -3 | -12
Keap1-Nrf2 PPI | -5 | 2 | -4 | 6 | -4 | -5 | 3 | -4 | -2 | -2
SR-BI DiI inh | -16 | 15 | -23 | 84* | 13 | -20 | -9 | 74* | -20 | ·
Cardiac RTF inh | -14 | -4 | -1 | -4 | 1 | -10 | -9 | 3 | -4 | -15
DAGLB inhibitor | -2 | -1 | 3 | 0 | -2 | -1 | -3 | -1 | 0 | 1
Arr AP2 block | 6 | 26 | 2 | 4 | -4 | 9 | 2 | -1 | -2 | -6
C-LANA FP | -0.9 | 0.3 | 0.0 | 2.9 | -1.7 | 0.0 | 0.9 | -0.5 | -0.3 | -0.4

Reprinted at random: 5 compounds from above.
34) CCCCCn1c(N)c(-c2nc3ccccc3s2)c2c([N+](=O)[O-])nn(C)c(=O)c21
33) O=C(N/N=C/c1ccc2c(c1)OCO2)C(=O)Nc1ccccc1Cl
38) Cc1cccc(C(=O)Nc2cc(NC(=O)c3cccs3)ccc2C)c1
37) O=C(O)CCS(=O)(=O)Cc1cccc(Cl)c1
35) O=C(NCCCN1CCOCC1)c1ccc(CSc2ccc(Cl)cc2)cc1
compound no. | 34 | 33 | 38 | 37 | 35
NSD2 inh | 6 | 23 | -3 | 2 | -5
PvdQ acylase | 12 | -3 | -14 | -8 | 7
SR-BI DiI-HDL act | -84 | 23 | -74 | 9 | -13
PKA-R2B activ | -5 | -6 | 1 | 0 | 4
Keap1-Nrf2 PPI | 6 | -4 | -4 | 3 | -4
SR-BI DiI inh | 84* | -23 | 74* | -9 | 13
Cardiac RTF inh | -4 | -1 | 3 | -9 | 1
DAGLB inhibitor | 0 | 3 | -1 | -3 | -2
Arr AP2 block | 4 | 2 | -1 | 2 | -4
C-LANA FP | 2.9 | 0.0 | -0.5 | 0.9 | -1.7

Bioassay records as filed in PubChem BioAssay.
